Source: PubChem
RBX1-CUL1 inh = human ROC1-CUL1 E3 ligase inhibition; 140,000 tested, 0.6% active; in vitro K48 di-Ub FRET, acceptor:donor ratio, 45 min; inhibition, % at 10 µM; AID 1347404; P62877+Q13616; in the data active = inhibition above about 25%
Target sequence (P62877 whole entry, looked up): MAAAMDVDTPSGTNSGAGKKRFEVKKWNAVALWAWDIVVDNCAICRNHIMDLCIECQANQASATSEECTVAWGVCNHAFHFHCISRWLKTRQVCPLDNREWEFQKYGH
Target sequence (Q13616 whole entry, looked up): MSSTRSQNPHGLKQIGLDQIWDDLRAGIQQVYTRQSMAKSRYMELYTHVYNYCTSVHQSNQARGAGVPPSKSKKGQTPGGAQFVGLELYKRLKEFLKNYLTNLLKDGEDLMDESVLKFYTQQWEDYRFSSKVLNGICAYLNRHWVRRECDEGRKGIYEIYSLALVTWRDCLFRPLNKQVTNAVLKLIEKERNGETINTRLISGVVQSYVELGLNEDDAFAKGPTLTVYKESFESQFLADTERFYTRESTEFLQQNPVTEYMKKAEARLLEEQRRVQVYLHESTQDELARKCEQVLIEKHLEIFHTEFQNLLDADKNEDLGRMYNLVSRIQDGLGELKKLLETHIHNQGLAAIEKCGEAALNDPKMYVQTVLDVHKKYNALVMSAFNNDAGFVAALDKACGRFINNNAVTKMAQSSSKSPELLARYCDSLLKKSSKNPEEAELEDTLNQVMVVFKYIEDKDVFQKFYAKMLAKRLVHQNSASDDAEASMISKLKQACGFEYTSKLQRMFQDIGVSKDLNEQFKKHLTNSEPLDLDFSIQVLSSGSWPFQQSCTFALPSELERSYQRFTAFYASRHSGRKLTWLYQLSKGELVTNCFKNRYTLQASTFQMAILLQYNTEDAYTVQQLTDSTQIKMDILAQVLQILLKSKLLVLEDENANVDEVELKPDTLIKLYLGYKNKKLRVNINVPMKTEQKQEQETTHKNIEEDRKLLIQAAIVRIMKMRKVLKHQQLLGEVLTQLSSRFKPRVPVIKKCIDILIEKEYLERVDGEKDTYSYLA
* marks the source's active call; other numbers are inactive results; & = joins results of further samples. An excerpt. The share of hits here may be higher or lower than overall.

mol	RBX1-CUL1 inh
O=C(Nc1ccc(F)cc1Cl)C1CCN(c2ncnc3c2nc2n3CCCCC2)CC1	-1
CC1=Nc2nnnn2C(c2ccccc2Cl)C1C(=O)Nc1ccc(C)cc1 (stereo not drawn)	0
CCCCNC(=O)C1CCCN(c2nnc(C)c3c(C)n(-c4ccc(Cl)cc4)nc23)C1 (stereo not drawn)	0
Cc1ccc(C)n1-n1c(C)nc2scc(-c3cccs3)c2c1=O	-7
C=CCN1C(=O)/C(=C/c2ccc(OCc3ccc(Cl)cc3)cc2)C(=O)NC1=S	8
O=C(CSc1nnc2sc3ccccc3n12)NCCc1ccccc1	-2
Cc1ccc(-n2c(SCc3cccc(F)c3)nc3[nH]ncc3c2=O)cc1C	9
COc1ccc(C(=O)Nc2ccc(F)cc2)cc1OC	4
O=C(c1ccc(NCc2ccccc2)nc1)N1CCC(Oc2cccnc2)CC1	-9
O=C(O)Cc1sc(Nc2ccc(C(=O)O)cc2)nc1-c1ccccc1	-5
O=S(=O)(NCC(c1ccccc1)N1CCc2ccccc21)c1ccc(Cl)cc1 (stereo not drawn)	-7
COc1ccc(Nc2nc(Cl)nc(NCCC3=CCCCC3)n2)cc1	-11
COc1cc(C(=O)N(Cc2ccc(C(C)C)cc2)C2CCS(=O)(=O)C2)cc(OC)c1OC (stereo not drawn)	6
CN(C)C(=O)c1ccc(C2CCCN2C(=O)Cn2nc3ccccc3n2)s1 (stereo not drawn)	-4
Cc1cc(N2CCN(C(=O)c3ccc4oc(C(C)C)nc4c3)CC2)cc(C)n1	1
Cc1ccc2c(c1)-c1ncc(C(=O)c3cc(Br)ccc3O)cc1CO2	9&-2
Cc1ccc(S(=O)(=O)n2nc(-c3ccccc3)nc2NCc2ccc(Cl)cc2)cc1	4
CCc1cccc(CC)c1NC(=O)CN1C(=O)c2ccccc2S1(=O)=O	0
OC(c1ccc(Cl)cc1)(c1ccc(Cl)cc1)C(c1ccc(Cl)cc1)n1ccnc1 (stereo not drawn)	-7
COc1ccc(CCNC2CCN(c3ccc(C(=O)NCc4ccc5c(c4)OCO5)cc3)CC2)cc1	-2

Continued:
mol	RBX1-CUL1 inh
CN1CCN(C(=O)C2CCN(c3ccccc3)C2=O)CC1=O (stereo not drawn)	12
O=C(CSc1nc(-c2ccccc2)cc(=O)[nH]1)Nc1ccc(Cl)c(C(F)(F)F)c1	-5
CN(C)C(=O)CN1CCN(C(=O)CCC2(Cc3ccc(Cl)cc3)CCC(=O)N2)CC1 (stereo not drawn)	1
N#Cc1c(NC(=S)Nc2ccccc2)sc2c1CCCC2	-4
CN1C(=O)NC2(CCN(CC(=O)NCC3CCCO3)CC2)C1=O (stereo not drawn)	-1
CC1=NN(c2ccccc2)C(=O)/C1=C/c1ccc(-c2ccc(C)c(C(=O)O)c2)o1	3
Cc1ccc(SCC(=O)NC2Cc3ccccc3C2)cc1	20
Cc1cc(C)cc(NS(=O)(=O)c2ccc3c(c2)C(=O)C(C(=O)N2CCCCCC2)C=N3)c1 (stereo not drawn)	8
CCOC(=O)C1CCCN(c2c(C(=O)c3ccc(OCC)cc3)cnc3ccccc23)C1 (stereo not drawn)	-2
COc1ccc(S(=O)(=O)N(CC(=O)NC2CC3CCC2C3)c2ccc(Cl)cc2)cc1 (stereo not drawn)	0
COc1ccc(CCc2nnc(CCC(=O)N3CCCCO3)o2)cc1	0
COCCCNc1oc(/C=C/c2cc(OC)c(OC)c(OC)c2)nc1C#N	6
Cc1cccc(N2C(=O)CC(N(Cc3c(C)nn(C)c3C)C(=S)NCc3ccccc3)C2=O)c1 (stereo not drawn)	-2
NN=C(N)Cc1ccccc1	-2
Cc1cccc(NS(=O)(=O)Cc2ccccc2F)c1C	4
COc1ccccc1CNC(=O)c1ccc(CS(=O)c2ccccc2Cl)o1 (stereo not drawn)	-7
O=c1c2ccccc2nc(CN2CCN(c3ccccn3)CC2)n1-c1ccc(F)cc1	6
Cc1ccc(NS(=O)(=O)c2ccc3[nH]c4c(c3c2)CCCCCC4)cc1Cl	-5
COC(=O)c1c(NC(=O)CN(C)C)sc2c1CCC2	1
CNC/C=C/COc1cccc(OC)c1	8

Further records:
mol	RBX1-CUL1 inh
CC1(c2ccc(Cl)cc2)CC(C)(C)N(C(=O)C(Cc2ccccc2)N2C(=O)C3CCCCC3C2=O)c2ccccc21 (stereo not drawn)	-5
COc1ccc(/C=N/Nc2cc(C)nc(-c3cc(Br)cc(Br)c3O)n2)cc1	-3
O=C(c1cccc(Cl)c1)N1CCCc2ccccc21	-2
CC(C)N1CCC(N2CCCC(C(=O)NCCC3=CCCCC3)C2)CC1 (stereo not drawn)	12
O=C(Cn1c2ncccc2c(=O)n1-c1ccccc1)NCc1ccccc1Cl	-5
COc1ccc2c(Sc3ccc(C)cc3)c(C(=O)NCCc3ccccc3)[nH]c2c1	-2
C/C(=N\NC(=O)c1ccccc1[N+](=O)[O-])c1cccc(N)c1	-2
CCOn1c(=O)c(=O)n(O)c2ccccc21	-1
Cc1c(/C=N/NC(=S)Nc2ccccc2)c(=O)n(-c2ccccc2)n1C	-1
COc1ccc(NC(=O)N2CCC(n3cc(CN(C)C)nn3)CC2)c(C)c1	-2
Cc1cccc(OCC(=O)Nc2cccc(Oc3ccc4c(c3)C(=O)NC4=O)c2)c1C	12
COC(=O)c1ccc(-c2ccc(/C=C3/C(=N)N4C(c5ccc(F)cc5)=CSC4=NC3=O)o2)cc1	14
Cc1cccc(C)c1NC(=O)c1nc(S(C)(=O)=O)ncc1N(Cc1ccc(C(C)(C)C)cc1)Cc1ccco1	1
COc1cccc2c1OCCCN(C(=O)C1CCN(c3nc(C)c4ccccc4n3)CC1)C2	-2
COc1ccc(-n2nnc(C(=O)Nc3ccc(N4CCN(C)CC4)cc3)c2C)cc1	8
CCOC(=O)N1CCN(C(=O)c2coc(Cn3cnc4ccccc43)n2)CC1	2
COCC(=O)Nc1cc(C(=O)N2CC3CC4CC(C3)CC2C4)cc2ncn(CCc3ccccc3)c12	-4
Cn1c(CN2CCc3[nH]nc(-c4ccccc4Cl)c3C2)nc2ccccc21	5
O=C1CCCN1CP(=O)(O)CN1CCCC1=O	4
c1ccc(C2=NOC(c3ccccc3)(c3ccccc3)C2)cc1	-9

15 successive compounds already listed, quoted:
mol	RBX1-CUL1 inh
O=C(Nc1ccc(F)cc1Cl)C1CCN(c2ncnc3c2nc2n3CCCCC2)CC1	-1
CC1=Nc2nnnn2C(c2ccccc2Cl)C1C(=O)Nc1ccc(C)cc1 (stereo not drawn)	0
CCCCNC(=O)C1CCCN(c2nnc(C)c3c(C)n(-c4ccc(Cl)cc4)nc23)C1 (stereo not drawn)	0
Cc1ccc(C)n1-n1c(C)nc2scc(-c3cccs3)c2c1=O	-7
C=CCN1C(=O)/C(=C/c2ccc(OCc3ccc(Cl)cc3)cc2)C(=O)NC1=S	8
O=C(CSc1nnc2sc3ccccc3n12)NCCc1ccccc1	-2
Cc1ccc(-n2c(SCc3cccc(F)c3)nc3[nH]ncc3c2=O)cc1C	9
COc1ccc(C(=O)Nc2ccc(F)cc2)cc1OC	4
O=C(c1ccc(NCc2ccccc2)nc1)N1CCC(Oc2cccnc2)CC1	-9
O=C(O)Cc1sc(Nc2ccc(C(=O)O)cc2)nc1-c1ccccc1	-5
O=S(=O)(NCC(c1ccccc1)N1CCc2ccccc21)c1ccc(Cl)cc1 (stereo not drawn)	-7
COc1ccc(Nc2nc(Cl)nc(NCCC3=CCCCC3)n2)cc1	-11
COc1cc(C(=O)N(Cc2ccc(C(C)C)cc2)C2CCS(=O)(=O)C2)cc(OC)c1OC (stereo not drawn)	6
CN(C)C(=O)c1ccc(C2CCCN2C(=O)Cn2nc3ccccc3n2)s1 (stereo not drawn)	-4
Cc1cc(N2CCN(C(=O)c3ccc4oc(C(C)C)nc4c3)CC2)cc(C)n1	1

Other structures.
mol	RBX1-CUL1 inh
CSC1=NC(=O)C2C(=NC(=O)CC2c2cc(F)cc(F)c2)N1C (stereo not drawn)	-10
CCCN=C1CC(=O)CC(C)(C)C1	-7
COc1cc(C(=O)Nc2cccc3cccnc23)cc(OC)c1OC	-3
Cc1ccccc1NS(=O)(=O)c1ccc2c(c1)C(=O)C(C(=O)N1CCCCC1)C=N2 (stereo not drawn)	5
CC1=NN(C(=O)C(F)(F)F)C(O)(c2ccc([N+](=O)[O-])cc2)C1 (stereo not drawn)	4
COc1ccc(-c2cc(C(F)(F)F)nc(SCCC(=O)Nc3ccc(F)cc3F)n2)cc1	23&4
COc1cccc(-c2nc(CN3CCN(C(C)=O)CC3)c(C)o2)c1OC	0
Cc1ccc(C)c(NC(=O)Cn2c(=O)n(CC(=O)NCCc3ccccc3)c(=O)c3ccccc32)c1	-8
COc1cccc(/C=C2\SC(=Nc3ccccc3)N(C3CCCC3)C2=O)c1OC	2
COc1ccc2nc(NC(=O)c3cc(=O)c4cc(C)c(C)cc4o3)sc2c1	-1
Cc1c(C(=O)OC(C)C)sc2ncn(Cc3ccccc3Cl)c(=O)c12	9
O=C(NCCc1cccc(Cl)c1)C1CC(Cc2ccc3c(c2)OCO3)=NO1 (stereo not drawn)	2
CCC1CN(CCNC(=O)C2CC(=O)N(CCOC)C2)Cc2cc(OC)ccc2O1 (stereo not drawn)	0
COC(=O)C(CCSC)NC(=O)c1cc2c(n(-c3ccc(OC)cc3)c1=O)CC(C)(C)CC2=O (stereo not drawn)	-1
OC1CCN(c2nc3ccccc3nc2Cl)CC1	9
CC1CCN(S(=O)(=O)c2ccc(NC(=O)c3ccc(Cl)c(Cl)c3)cc2)CC1	5
O=S(=O)(Oc1ccc(Cl)cc1Cl)c1ccc(I)cc1	8
O=C(COc1cccc(Cl)c1)Nc1nc(-c2ccc(F)cc2)cs1	-3
Cc1cc(-c2cccs2)c(C#N)c(SCc2ccc(Cl)nc2)n1	0
O=C(O)c1cc(S(=O)(=O)Nc2ccccc2)ccc1O	2

Continued:
structure	RBX1-CUL1 inh
CCn1cc(S(=O)(=O)c2ccccc2)c(=O)c2cc(F)c(N3CCCC3)cc21	-11
CCOc1cc(OCC)c(Cl)nc1Cl	3
C=CCn1c(SCC(=O)NCC2CCCO2)nc2scc(-c3ccccc3Cl)c2c1=O (stereo not drawn)	-3
CCN(CC)c1ccc(NC(=O)C2CCCC2)cc1	2
Cc1cc(C)n(Cc2cc(C(=O)N3C[C@H]4CC[C@H]3C4)n[nH]2)n1	0
Cc1ccc(CSc2nnc3c(n2)OC2(CCCC2)Nc2ccccc2-3)cc1	-9
COC(=O)c1c(C(=O)OC)c(C)n(C)c1C	-1
CC(/C=C/c1ccccc1)=N/OC(=O)c1ccc([N+](=O)[O-])cc1	-3
N=C1/C(=C/c2cccc3ccccc23)C(=O)N=C2SC=C(c3ccccc3)N12	2
Cc1cccc(CS(=O)(=O)Nc2ccc(C)cc2C)c1	-3
C=CCn1c(SCC(=O)Nc2c(C)cccc2C)nc2sc3c(c2c1=O)CCCC3	1
O=C(NC1CCN(Cc2ccccc2)CC1)c1cccc(F)c1	1
Cc1ccc(OCC(=O)Nc2cc(-c3nc4ccccc4[nH]3)ccc2C)c(C)c1	10
CCOC(=O)c1c(C)n(C)c2c3nc(NC(C)=O)nnc3c3ccc(Br)cc3c12	4
Cc1ccc(OCc2nc(-c3ccc(C(=O)N4CCN(c5ccc(Cl)cc5)CC4)cc3)oc2C)cc1	1
COc1cccc(CNC(=O)C(NS(=O)(=O)c2ccc3nc(C)sc3c2)C(C)C)c1 (stereo not drawn)	-3
Cc1ccc(C(C)(C)C)c(OCC(=O)Nc2ccc(F)cc2)c1	-3
O=C(CSc1nnc(-c2ccncc2)n1-c1ccccc1)c1ccc(-c2ccccc2)cc1	-7
COc1ccc(CCCNC(=O)c2ccc(N3CCN(C)C(=O)[C@@H]3C)nc2)cc1	-3
CCCCn1c(=O)c2c(nc3n2CC(C)=NN3CCC)n(C)c1=O	7
Cc1cc(Br)ccc1S(=O)(=O)N1CCN(C)CC1	-7
COc1ccccc1CN1CCc2c([nH]c3ccccc23)C1c1cccc(O)c1 (stereo not drawn)	5
CC(C)(C)c1cc(C(=O)NCc2ccco2)ccn1	-2
CS(=O)(=O)N(CCC(=O)O)Cc1ccccc1	-2
O=C(Nc1ccc(C(F)(F)F)cc1)C1CCN(C(=O)c2ccc(Cl)cc2Cl)CC1	-8
CC(C)C(=O)Nc1sc2c(c1C#N)CCCCC2	3
C=CCn1c(-c2cc(OC)cc(OC)c2)n[nH]c1=S	6
CCCC(=O)NNC(=O)c1ccoc1C	-4
Cc1sc(-n2cccc2)c(C(=O)O)c1C	-1
O=C(c1ccc2sc(=S)[nH]c2c1)N1CCCC1	-20

(further entries)
structure	RBX1-CUL1 inh
Cc1csc(NC(=O)c2ccc(Cl)cc2)n1	-3
O=[N+]([O-])c1cc(O)c2ccc(S(=O)(=O)O)cc2c1[N+](=O)[O-]	4
CCCNC(=O)c1ccc(Cn2c(=O)c3cccn3c3cccnc32)cc1	-4
CC1Cc2cc(C(=O)C3C(=O)C(=O)N(Cc4cccnc4)C3c3cccs3)ccc2O1 (stereo not drawn)	3
CC1SC(=O)Nc2ccccc21 (stereo not drawn)	-3
O=C(NC1CCCc2nc(-c3ccccc3)ncc21)C1CCOCC1 (stereo not drawn)	11
O=S1(=O)CC2Sc3nc(-c4ccc(Cl)cc4)cn3C2C1 (stereo not drawn)	9
Cc1ccccc1C(CC(=O)N1CCC(N2CCCC2)CC1)c1ccccc1 (stereo not drawn)	3
CC(=O)C1C(=O)NC(=O)N(c2cccc(Cl)c2)C1=O (stereo not drawn)	-11
C=CCn1c(Cc2cccc3ccccc23)n[nH]c1=S	-2
Cc1cccc(C)c1NC(=O)CCCN1C(=O)CCn2nc(-c3cn(C)c4ccccc34)cc21	-5
Cc1ccccc1NC(=O)N1CCN(Cc2ccc(Cl)cc2)CC1	4
CCc1ccc(CN2CCC(n3nccc3NC(=O)c3ccc4c(c3)OCO4)CC2)o1	2
COc1ccc(/C=C/C2OC(=O)c3ccccc32)cc1 (stereo not drawn)	-3
CCCC(C(=O)NCCN(C)C)(c1ccccc1)c1ccccc1	2
CC1CCCC1OCC(O)CN1CCN(c2ccc(F)cc2)CC1 (stereo not drawn)	2
CS(=O)(=O)N(Cc1ccc(C(=O)NCc2cccnc2)cc1)c1ccccc1	-4
Cc1ccoc1C(=O)N1CCC(C2(Cc3ccc(F)cc3)NC(=O)N(CCCN(C)C)C2=O)CC1 (stereo not drawn)	6
